Screening results: PubChem, National Center for Advancing Translational Sciences (NCATS)
ALOX12 inhib = qHTS Assay for Inhibitors of 12-hLO (12-human lipoxygenase); Polyunsaturated fatty acid lipoxygenase ALOX12 (Homo sapiens), P18054; purified 12-hLO, xylenol orange hydroperoxide absorbance; Potency, µM (doses to about 57.1 µM), without a hit: at the top dose activity change, negative = inhibition, most hits filed as inhibitors; 150,000 compounds, 0.12% hits; AID 1452, 2008; also: potency is read from the fitted curve at half-maximal effect; nearly all actives have a fitted effect of over 55% in size; many of its hits are not listed in these tables
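Purified human 12hLO (150 nM), preincubated 15 min with compound, then 40 uM arachidonic acid for 30 min, room temperature, Hepes pH 7.0 with 0.01% Triton X-100. Hydroperoxide detected by ferrous iron/xylenol orange; 573/405 nm absorbance ratio gives reaction progress.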
PNC inhibitor = High Content Assay for Compounds that inhibit the Assembly of the Perinucleolar Compartment; PC3M PTB-GFP, PNC prevalence imaging, 16 h; active compounds read low; activity change (PNC), negative = inhibition, % at 10 µM; 140,000 compounds, 3.1% hits;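 active = readout at or below -70, meaning at least 70% loss of cells showing the perinucleolar compartment, a nuclear body marking cancer cells; inconclusive = readout between -30 and a set limit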;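 also: plate controls were DMSO wells for no effect and camptothecin positive control wells for full effect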
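Compounds are pinned in duplicate onto adhered PC3M cells stably expressing GFP-tagged PTB and incubated 16 h at 37 C. Cells are then fixed, nuclei stained with Hoechst, and PNC-positive cells counted.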
IMPase cell inh = qHTS Assay for Identifying the Cell-Membrane Permeable IMPase Inhibitors; Inositol monophosphatase 1 (Rattus norvegicus), P97697; CHO-M1 cells, IP1 accumulation, HTRF TR-FRET ratio; inhibition (IP1 accumulation), % at 46.1 µM; 120,000 tested, under 10 active; active = well fitted curve in the direction sought with a large enough effect in the signal ratio, not every such curve was filed as active; inconclusive = small, poorly fitted or top-dose-only effect, or a change in a side signal; inactive = no such curve, though single readings can be large or run the other way; the % refers to the signal ratio;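 also: cells stimulated with carbachol in lithium chloride buffer; plate controls were DMSO basal wells for no effect and reference inhibitor wells for full effect; higher means more IMPase inhibition seen as more IP1 and lower FRET ratio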
Target sequence (P97697 whole entry, looked up): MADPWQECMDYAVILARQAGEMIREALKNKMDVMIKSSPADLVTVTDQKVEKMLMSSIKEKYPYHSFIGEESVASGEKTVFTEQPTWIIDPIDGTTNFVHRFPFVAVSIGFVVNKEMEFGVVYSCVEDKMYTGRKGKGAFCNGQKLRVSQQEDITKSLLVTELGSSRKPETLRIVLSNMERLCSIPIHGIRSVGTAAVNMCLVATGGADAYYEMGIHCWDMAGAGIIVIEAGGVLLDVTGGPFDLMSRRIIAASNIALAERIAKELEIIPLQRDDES
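CHO-M1 cells (CHO stably expressing M1 receptor), compound up to 46 uM final, stimulated with carbachol (50 uM as added) in buffer with 50mM LiCl, pH 7.4, 30 min at 37C. Cytosolic IP1 read by TR-FRET; AC50 from Hill fits.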
ALOX15B inhib = qHTS Assay for Inhibitors of 15-hLO-2 (15-human lipoxygenase 2); purified 15hLO-2, xylenol orange hydroperoxide absorbance; Potency, µM (doses to about 57.1 µM), without a hit: at the top dose activity change, negative = inhibition, hits mostly inhibitors; 110,000 compounds, 0.56% hits; also: potency is read from the fitted curve at half-maximal effect; nearly all actives have a fitted effect of over 60% in size; many of its hits are not listed in these tables
Target sequence (O15296 whole entry, looked up): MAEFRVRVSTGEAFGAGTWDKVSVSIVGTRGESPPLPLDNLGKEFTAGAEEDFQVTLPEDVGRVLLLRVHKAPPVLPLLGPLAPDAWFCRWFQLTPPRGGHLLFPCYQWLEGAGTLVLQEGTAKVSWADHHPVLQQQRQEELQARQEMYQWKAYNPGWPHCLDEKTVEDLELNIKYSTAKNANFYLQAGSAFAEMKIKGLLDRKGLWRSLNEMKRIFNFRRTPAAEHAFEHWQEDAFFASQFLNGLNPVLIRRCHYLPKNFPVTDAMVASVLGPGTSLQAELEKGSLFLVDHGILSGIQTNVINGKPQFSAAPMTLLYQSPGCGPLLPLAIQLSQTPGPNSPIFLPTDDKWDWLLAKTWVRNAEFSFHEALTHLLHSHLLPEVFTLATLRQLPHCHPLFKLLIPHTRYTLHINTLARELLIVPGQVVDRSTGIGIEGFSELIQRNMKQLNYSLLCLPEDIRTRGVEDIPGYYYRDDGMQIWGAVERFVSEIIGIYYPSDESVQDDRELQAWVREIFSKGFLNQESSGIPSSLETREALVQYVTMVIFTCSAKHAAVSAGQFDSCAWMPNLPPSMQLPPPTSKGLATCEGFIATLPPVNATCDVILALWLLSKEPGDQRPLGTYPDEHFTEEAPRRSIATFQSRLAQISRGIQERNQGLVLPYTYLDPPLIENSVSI
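Purified human 15hLO-2 (50 nM) preincubated 15 min with compound, then 45 uM arachidonic acid for 90 min at RT in 25 mM Hepes pH 7.5, 0.01% Triton X-100. Hydroperoxide detected by Fe-xylenol orange; 573/405 nm absorbance ratio.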
Numbers without * were called inactive; ? = inconclusive; · = no result given; [ ] = dose if it differs, or a comment. Unless noted, calls follow the shape of the dose curve; as a rule, active = well fitted curve in the direction sought with a large enough effect; inconclusive = small, poorly fitted or top-dose-only effect, or another doubt; inactive = no such curve, though single readings can be large; an effect the other way counts as inactive or inconclusive. Unless noted, % is scaled to controls: 0 for no effect and ±100 for the full control effect. Not all compounds are listed, so the mix of outcomes need not match the whole.

Values run as follows: ALOX12 inhib, PNC inhibitor, IMPase cell inh, ALOX15B inhib
> Cc1ccc(S(=O)(=O)NNC(=O)c2csnn2)cc1
    2%, -9, ·, ·
> O=C(Oc1ccccc1)N1CCC2(CCCN(c3ccncc3)C2)CC1
    0%, ·, ·, 25%
> COc1ccc(-n2c(SCC(N)=O)nnc2-c2cccnc2)cc1
    -1%, ?, ?, ·
> CCCCNc1nc(C)nc2c1nc(-c1ccccc1)n2CCCCN(CC)CC
    -2%, ·, ·, 7%
> COc1ccc(C2=C(C#N)C(=O)OC2)cc1
    -4%, 34, -6, -21%
> Cc1ccc(N(C(=O)CCC(=O)Nc2cc(C)on2)C(C(=O)NC2CCCC2)c2ccncc2)cc1 (stereo not given)
    -9%, 0, 5, -4%
> N#Cc1nc(COc2ccc(F)cc2)oc1N1CCCC1
    -4%, ?, 3, -10%
> COC(=O)c1cc2oc(C)cc2n1CC(=O)N(C)c1ccccc1
    -3%, 29, 7, 4%[2.29 µM]
> Fc1ccccc1N1CCN(c2nc3ccccc3n3nnnc23)CC1
    -1%, ?, 11, -5%
> COc1cccc(C2c3c(oc4ccc(F)cc4c3=O)C(=O)N2CCN2CCOCC2)c1OC (stereo not given)
    -2%, 54, 3, 0%
> Cn1c(SCC(=O)Nc2ccccc2F)nnc1-c1cccnc1
    -2%, -5, 2, 0%
> O=c1c2[nH]c3ccc(Cl)cc3c2ncn1CCN1CCCCC1
    -9%, 33, 6, 20%
> COc1cc(/C=N/NC(=O)c2cc(-c3cccn3C)n[nH]2)cc(OC)c1OC
    -7%, 23, 0, -1%
> CCOC(=O)/C(=N\Nc1ccccc1Cl)N1CCN(Cc2ccccc2)CC1
    -3%, -11, -3, ·
> COc1ccc(Cc2nc(-c3ccc(Br)o3)no2)cc1OC
    3%, ?, 2, -2%
> Cc1ccc(NC(=O)CCSc2ccccn2)cc1
    2%, ?, ·, ·
> O=C(NNC(=O)c1cccs1)Nc1cccc(Cl)c1
    3%, 14, 5, -1%
> Cc1ccc(N(C)S(=O)(=O)c2cccc(C(=O)Nc3nc4ccccc4[nH]3)c2)cc1
    -10%, -25, ·, ·
> O=C(CN1CCCCC1)Nc1ccc(NC(=O)c2ccc(Cl)cc2)cc1Cl
    0%, -21, -5, -4%
> CCOC(=O)c1cc(-c2ccccc2)n(CC(=O)O)c1C
    4%, -30, 1, -6%
> COc1cc(OC)cc(C(=O)n2nc(C)cc2C)c1
    3%, ?, ·, ·
> O=C(CN1CCN(S(=O)(=O)c2ccc(F)cc2)CC1)Nc1ccc2c(c1)OCO2
    -19%, 83, 5, 0%
> Cc1c(C(N)=O)sc2ncn(CC(=O)N3CCC(C)CC3)c(=O)c12
    8%, ?, 3, 4%
> Cn1c(=O)c2cc(NCc3ccccc3)nnc2n(C)c1=O
    5%, ?, 15, -8%
> Cc1noc(NS(=O)(=O)c2ccc(NC(=O)CCn3c(=O)oc4ccccc43)cc2)c1C
    0%, ?, 1, -4%
> Cc1ccccc1N1CCN(C(=O)c2ccccc2NC(=O)C2CC=CCC2C(=O)O)CC1 (stereo not given)
    11%, -17, 10, 1%
> CC(NC(=O)c1ccc(Br)cc1)c1ccccc1 (stereo not given)
    -1%, 15, ·, ·
> CCOc1ccc(Cc2nnc(SCC(=O)c3ccc(OC)cc3)o2)cc1
    -2%, -10, -1, -4%
> CC1CN(C2CCN(C(=O)c3ccccc3)CC2)CC(C)O1 (stereo not given)
    -2%, 10, 20, -6%
> O=C(NNC(=O)C1CCCO1)c1ccccc1Cl (stereo not given)
    2%, ?, 7, 1%

Two successive records from above:
Values run as follows: ALOX12 inhib, PNC inhibitor, IMPase cell inh, ALOX15B inhib
> CC1CN(C2CCN(C(=O)c3ccccc3)CC2)CC(C)O1 (stereo not given)
    -2%, 10, 20, -6%
> O=C(NNC(=O)C1CCCO1)c1ccccc1Cl (stereo not given)
    2%, ?, 7, 1%

Ordered by molecular weight (lowest first): 5 of the compounds above.
Values run as follows: ALOX12 inhib, PNC inhibitor, IMPase cell inh, ALOX15B inhib
> Cc1ccc(NC(=O)CCSc2ccccn2)cc1
    2%, ?, ·, ·
> CC1CN(C2CCN(C(=O)c3ccccc3)CC2)CC(C)O1 (stereo not given)
    -2%, 10, 20, -6%
> COc1ccc(Cc2nc(-c3ccc(Br)o3)no2)cc1OC
    3%, ?, 2, -2%
> Cc1ccc(N(C)S(=O)(=O)c2cccc(C(=O)Nc3nc4ccccc4[nH]3)c2)cc1
    -10%, -25, ·, ·
> COc1cccc(C2c3c(oc4ccc(F)cc4c3=O)C(=O)N2CCN2CCOCC2)c1OC (stereo not given)
    -2%, 54, 3, 0%

Other entries follow.
Values run as follows: ALOX12 inhib, PNC inhibitor, IMPase cell inh, ALOX15B inhib
> Cc1c(C(=O)O)nnn1-c1ccccc1
    -7%, -17, ?, 2%
> COC(=O)c1cnn(-c2nc(OC)cc(OC)n2)c1C
    -3%, ?, ·, ·
> COc1cc(/C=C/c2cc(OC(C)=O)c3ccccc3n2)c(OC(C)=O)c([N+](=O)[O-])c1
    12%, -5, 23, -6%
> O=c1cc(CN2CCN(C/C=C/c3ccccc3)CC2)c2cc(O)c(-c3ccccc3)cc2o1
    1%, 9, ·, ·
> COc1ccc(Nc2nc3c(C)cccc3cc2C#N)c(OC)c1
    -4%, 6, ·, ·
> O=C(COc1ccccc1)Nc1ncc2c(n1)CCCC2=O
    -5%, -30, 11, 2%
> CSc1ccc(OC2CCN(Cc3ccccc3)CC2)cc1
    -6%, ?, ·, ·
> COc1ccc(C(CC(=O)O)NC(=O)c2ccco2)cc1OC (stereo not given)
    0%, 27, -9, 6%
> O=C(Nc1c(C(=O)Nc2ccc3c(c2)OCCO3)cnn1-c1ccccc1Cl)c1ccco1
    2%, -12, 13, -1%
> COc1cccc(C(=O)Nc2nnc(C(C)C)s2)c1
    5%, ?, 8, ·
> O=C(O)[C@H](/C=C\c1ccccc1)c1ccccc1
    -3%[11.4 µM], ·, ·, -6%[11.4 µM]
> CCCCCNC(=O)CSC1=N/C(=C\c2ccc(Cl)c(Cl)c2)C(=O)N1CC
    0%, 9, -2, -8%
> COc1ccc(N=CC2=C(O)c3ccccc3C2=O)cc1
    -4%, ?, 13, -16%
> Cc1ccc(S(=O)(=O)N2CCN(C(=O)CN3C(=O)NC4(CCOc5ccccc54)C3=O)CC2)cc1 (stereo not given)
    -4%, 27, 0, -1%
> CN(C)CCn1c(C(=O)Nc2ccccc2)cc2ccccc21
    0%, -16, 5, 18%
> CC1CCN(C(=O)CCCOc2ccc(Cl)cc2)CC1
    -7%, -4, ·, ·
> Cc1cc(C)nc(/N=C(/NC(=O)Nc2cccc(Cl)c2)Nc2ccccc2)n1
    -14%, 23, -10, 17%
> Cc1ccc(Cn2c(SCCN3CCOCC3)nc3c2c(=O)n(C)c(=O)n3C)cc1
    -4%, -81*, 6, 12%
> Cc1c(Br)c([N+](=O)[O-])nn1CC(=O)N1CCc2ccccc2C1
    2%, 2, ·, ·
> COC(=O)N1CCC2(CCCN(Cc3ccccc3)C2)CC1
    2%, ·, ·, 10%
> CC(C)(C)OC(=O)[C@H]([C@@H]1N[C@@H](C(=O)O)C(C)(C)S1)N1C(=O)c2ccccc2C1=O
    -1%[11.4 µM], ·, ·, -5%[11.4 µM]
> C[N+]1=C(/C=C/Nc2ccccc2Cl)C(C)(C)c2ccccc21
    0%, ?, ·, ·
> O=C(CCn1c2c(c3ccccc31)CCCC2)NNC(=O)c1cccc([N+](=O)[O-])c1
    -7%, -14, -4, ·
> CCc1ccc(N(CC(=O)NC)S(C)(=O)=O)cc1
    -3%, ?, -18, -3%
> COC1=CC(C)C2CC3OC(=O)CC4C(C)=C(OC)C(=O)C([C@]2(C)C1=O)[C@]34C (stereo not given in full)
    4%, ·, ·, -5%
> COc1ccc(-c2cc3nc(C)c(CCC(=O)NC(C)CCc4ccco4)c(C)n3n2)c(OC)c1 (stereo not given)
    -16%, 12, -4, 13%
> COc1cc2c(cc1NC(=O)CSc1ccc(Cl)cc1)oc1ccccc12
    0%, 11, -1, ·
> Cc1cc(C2CCCCC2)n(O)c(=O)c1
    ?, ·, 2[20.6 µM], ?
> CCN(CC)S(=O)(=O)c1ccc(N2CCOCC2)c(C(=O)O)c1
    1%, 16, -1, 5%
> O=C(CCCc1c[nH]c2ccccc12)N1CCN(S(=O)(=O)c2cccs2)CC1
    -3%, -5, 3, -10%

Marked active in PNC inhibitor, of those listed so far:
Values run as follows: ALOX12 inhib, PNC inhibitor, IMPase cell inh, ALOX15B inhib
> Cc1ccc(Cn2c(SCCN3CCOCC3)nc3c2c(=O)n(C)c(=O)n3C)cc1
    -4%, -81*, 6, 12%

Further compounds:
Values run as follows: ALOX12 inhib, PNC inhibitor, IMPase cell inh, ALOX15B inhib
> CCN(CC)c1ccc(NC(=O)CCNC(=O)c2ccco2)cc1
    1%, -20, ·, ·
> O=C(O)c1ccccc1-c1ccccc1C(=O)c1ccccc1
    -1%[11.4 µM], ·, ·, -5%[11.4 µM]
> O=[N+]([O-])c1ccc2c(c1)ncn2-c1ccccc1
    3%, ?, ·, ·
> Nc1nnc(CCc2ccccc2)s1
    5%, -4, -6, -1%
> NS(=O)(=O)c1ccc(N=Nc2c(O)c(C(=O)O)cc3ccccc23)cc1
    -2%[11.4 µM], ·, ·, -16%[11.4 µM]
> COc1ccccc1Nc1nnc(SCC(=O)Nc2cc(C)on2)s1
    5%, 39, 10, -25%
> C=CCn1c(C)cc(C(=O)CSc2nc3ccccc3[nH]2)c1C
    -2%, ?, 7, 8%
> COC(=O)[C@@H]1C[C@@]2(O)[C@@H](O)[C@@H](O)[C@@H](O)C[C@H]2N1Cc1ccc(-c2ccccc2)cc1
    -1%, ·, ·, 2%
> O=C(COC(=O)c1ccc([N+](=O)[O-])s1)Nc1ccc(Cl)cn1
    -3%, ?, ·, ·
> O=C(c1cc2cc(Br)ccc2oc1=O)N1CCN(c2ccccn2)CC1
    1%, 1, -13, 0%
> Cc1ccc(-c2cc(C(=O)N/N=C/c3c(C)nn(C)c3C)c3ccccc3n2)c(C)c1
    -5%, 18, 9, 6%
> CCc1cc(C(=O)NNC(=S)Nc2ccccc2C)cs1
    -20%, ?, -7, ·
> COc1cccc(OC)c1C(=O)N1CCN(c2c(Cc3ccccc3)c(C)nc3ncnn23)CC1
    -6%, ?, 7, -3%
> Cc1cnc(C(=O)OCC(=O)N2c3ccccc3NC(=O)C2(C)C)cn1
    -1%, ?, 1, 10%
> CC(=NCCc1ccccc1)C1=C(O)CSC1=O
    3%, 9, -2, -2%
> COC(=O)c1cccc(NC(=O)c2cnoc2C)c1
    6%, -119*, 5, ·

Compound profiles (already shown). Order of values: ALOX12 inhib	PNC inhibitor	IMPase cell inh	ALOX15B inhib
O=C(O)c1ccccc1-c1ccccc1C(=O)c1ccccc1 is listed as -1%[11.4 µM]	·	·	-5%[11.4 µM]
O=[N+]([O-])c1ccc2c(c1)ncn2-c1ccccc1 is listed as 3%	?	·	·
COc1cccc(OC)c1C(=O)N1CCN(c2c(Cc3ccccc3)c(C)nc3ncnn23)CC1 is listed as -6%	?	7	-3%
Cc1ccc(-c2cc(C(=O)N/N=C/c3c(C)nn(C)c3C)c3ccccc3n2)c(C)c1 is listed as -5%	18	9	6%
CCN(CC)c1ccc(NC(=O)CCNC(=O)c2ccco2)cc1 is listed as 1%	-20	·	·
